APJ antagonist = APJ receptor antagonism | 0.32% of 330,000 active | CHO-K1 APJ beta-arrestin complementation, luminescence | inhibition, % at 20 µM | AID 2521 | P35414;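 active = inhibition above about 40% at 20 µM, limit read from the data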;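 note: cells challenged with 10 nM apelin-13 agonist together with compound; plate controls were apelin-13 plus DMSO wells for no effect and DMSO wells lacking apelin-13 for full effect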
Target sequence (P35414 whole entry, looked up): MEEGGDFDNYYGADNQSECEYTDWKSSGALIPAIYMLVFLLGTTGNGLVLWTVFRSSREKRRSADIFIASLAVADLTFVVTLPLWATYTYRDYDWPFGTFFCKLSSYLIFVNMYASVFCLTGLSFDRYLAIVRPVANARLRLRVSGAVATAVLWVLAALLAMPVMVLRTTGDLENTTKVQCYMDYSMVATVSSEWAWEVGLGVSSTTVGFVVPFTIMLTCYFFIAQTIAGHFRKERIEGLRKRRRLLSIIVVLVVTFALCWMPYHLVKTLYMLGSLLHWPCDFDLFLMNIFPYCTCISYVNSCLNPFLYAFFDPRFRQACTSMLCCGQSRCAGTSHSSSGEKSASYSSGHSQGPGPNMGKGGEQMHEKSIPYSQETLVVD
CXCR6 block = inhibitors of human CXCR6 receptor. O00574. CHO-K1 PathHunter CXCR6 beta-arrestin, luminescence. inhibition, % at 20 µM. 0.36% of 360,000 active; in the data active = inhibition above about 34%, passing the limit was not always enough;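 note: antagonist mode with CXCL16 agonist at 10 nM final; 0% = 10 nM CXCL16 with DMSO and 100% = unstimulated wells without agonist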
Target sequence (O00574 whole entry, looked up): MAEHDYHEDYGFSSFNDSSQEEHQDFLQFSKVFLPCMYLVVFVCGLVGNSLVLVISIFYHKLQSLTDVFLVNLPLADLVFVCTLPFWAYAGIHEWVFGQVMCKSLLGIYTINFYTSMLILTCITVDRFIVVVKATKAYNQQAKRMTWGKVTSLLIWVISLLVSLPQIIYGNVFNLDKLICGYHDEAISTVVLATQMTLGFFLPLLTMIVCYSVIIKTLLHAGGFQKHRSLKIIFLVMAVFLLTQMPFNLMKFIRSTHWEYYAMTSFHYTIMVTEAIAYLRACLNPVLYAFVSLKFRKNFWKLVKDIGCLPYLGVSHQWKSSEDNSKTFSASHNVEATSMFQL
tim23-1 inh = growth inhibitors of tim23-1 mutant yeast | S. cerevisiae tim23-1 growth, BacTiter-Glo luminescence, 24 h | inhibition, % at 20 µM | 1.3% of 330,000 active | AID 463212;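 active = growth inhibition of the mutant yeast at or above 50%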;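 note: temperature-sensitive mutant grown at 25 °C; plate controls were DMSO-treated mutant yeast for no effect and medium wells lacking yeast for full effect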
Mdm2-MdmX inh = human Mdm2/MdmX binding inhibition; O15151+Q00987; SaOS-2 split-luciferase Mdm2/MdmX complementation, luminescence; inhibition, % at 8 µM; 3% of 330,000 active; AID 485346;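 active = inhibition of at least 50% at 8 µM in the primary screen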
TIM10 inh = growth inhibitors of TIM10 yeast strain; S. cerevisiae TIM10 strain growth, BacTiter-Glo luminescence, 24 h; inhibition, % at 10 µM; AID 463195; 1.4% of 330,000 active;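 active = inhibition of 40% or more at the single tested concentration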;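 note: wild-type TIM10 isogenic control strain grown at permissive 25 °C; 0% = DMSO yeast wells and 100% = minimal medium wells without yeast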
tim10-1 inh = inhibits growth of tim10-1 mutant yeast. S. cerevisiae tim10-1 ts strain growth, BacTiter-Glo, 24 h. inhibition, % at 20 µM. 2.2% of 330,000 active;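 active = inhibition of at least 40%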;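 note: mutant grown at 25 °C; 0% = DMSO wells with yeast and 100% = wells holding no yeast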
APJ ag = APJ receptor agonism; CHO-K1 APJ PathHunter beta-arrestin, luminescence; 0% DMSO wells, 100% apelin; 0.11% of 330,000 active; activation, % at 20 µM; P35414;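 active = activation more than six SD over the plate average, tested at 20 µM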;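 note: 0% = DMSO alone and 100% = apelin-13 at 10 nM; some results filed as inactive read as strong as hits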
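Assay system: CHO-K1 APJ beta-arrestin complementation cell line / Compound: single test compound dose, 20 µM final, 1% DMSO / Times: overnight seeding, 90 min compound at 25 °C, 1 h detection / Technique: beta-gal luminescence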
CHOP UPR activ = apoptotic UPR (CHOP) activation. AID 449763. CHO-CHOP luciferase reporter, luminescence; percent of tunicamycin response over DMSO baseline. activation, % at 10 µM. 0.34% of 330,000 active;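 active = at 10 µM dose, activation of 40% or more, normalized to positive control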;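 note: 100% = tunicamycin at 10 µg/mL and 0% = DMSO alone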
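assay system = CHO CHOP reporter cells | amount = 500 CHO-CHOP cells per well | buffer or medium = F12 with 10% FBS | incubation = 16-18 h cell attachment, then 6 h compound exposure, 37 °C | detection = luminescence read with Steady-Glo | read-out = percent activation relative to tunicamycin control | controls = tunicamycin high control, DMSO low control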
UPR XBP1 act = activators of adaptive arm of unfolded protein response (XBP1). CHO-XBP1 luciferase reporter, IRE1-XBP1 UPR activation, luminescence; percent of tunicamycin response, DMSO as zero. activation, % at 20 µM. 0.33% of 330,000 active;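 active = versus positive control, 20 µM dose yields 30% or more activation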;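 note: 100% = tunicamycin at 10 µg/mL and 0% = DMSO only wells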
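Assay system: IRE1-XBP1 luciferase reporter CHO line. Input: 1000 cells/well. Buffer or medium: F12 with 10% serum. Doses: 20 µM, 1% DMSO. Times: overnight seeding at 37 °C, 6 h compound treatment at 37 °C. Technique: Steady-Glo luciferase glow luminescence, 10 min after reagent addition.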
The depositor's hits bear a star. A portion of the library; the hit share may differ from the screen's.

SMILES	APJ antagonist	CXCR6 block	tim23-1 inh	Mdm2-MdmX inh	TIM10 inh	tim10-1 inh	APJ ag	CHOP UPR activ	UPR XBP1 act
CCC(C)n1c(SCC(=O)Nc2cc(C(C)(C)C)nn2-c2ccccc2)nc2ccccc2c1=O (stereo not drawn)	10	16	41	32	41*	30	5	-1.6	1
Cc1ccc2cc(C3CC(c4ccco4)=NN3S(C)(=O)=O)c(Cl)nc2c1 (stereo not drawn)	-1	-3	24	-9	-3	17	-1	-0.9	-2
CC(=O)c1cccc(CN2CCCC(C(=O)Nc3cccc(-n4cccn4)c3)C2)c1 (stereo not drawn)	10	-8	15	3	16	20	5	-0.2	-5
COc1ccc(-c2ccc(S(=O)(=O)NCC3CCCO3)cc2)cc1 (stereo not drawn)	-16	3	0	-21	-1	-4	-1	-0.4	2
COCCn1c(SCC(=O)NCc2ccco2)nnc1-c1c[nH]c2ccccc12	4	-3	-4	33	9	5	-2	-1.5	-2
O=C(NNC1=NCCCCC1)c1ccccc1	0	-1	-7	1	-5	7	-4	-1.5	5
COc1cccc(CN(C)CC(=O)Nc2ccccc2C(=O)Nc2ccccc2)c1OC	1	-1	32	34	25	19	-1	-0.7	-2
COc1ccc(-n2nc3c(c2NC(=O)c2c(-c4ccccc4Cl)noc2C)CS(=O)(=O)C3)cc1	11	-1	3	-4	-17	28	2	-0.7	0
C=CCNC(=O)c1ccc(Cl)cc1Cl	-1	-9	0	13	0	3	-5	-1.4	0
O=C(O)c1ccc(S(=O)(=O)c2ccccc2)cc1	-27	-9	-6	19	0	10	1	1.0	-1
CC1CCN(CC(O)CN2c3ccccc3Sc3ccccc32)CC1 (stereo not drawn)	-16	-8	-12	54*	-1	4	-4	-0.2	0
Cc1nn(C)c(C)c1S(=O)(=O)N1CCCC(C(=O)N2CCN(c3ccccc3)CC2)C1 (stereo not drawn)	0	-1	11	-8	-6	5	9	0.6	-1
O=C(CN1CCCC1)N1c2ccccc2Sc2ccc(C(F)(F)F)cc21	24	2	5	14	4	-1	-7	2.8	0
CNC(=S)N/N=C(\C)c1ccc2c(c1)OCCO2	4	-3	10	4	19	16	-2	0.3	-1
CN(C(=O)COC(=O)/C=C/c1cccc([N+](=O)[O-])c1)C1CCS(=O)(=O)C1 (stereo not drawn)	-4	-6	8	40	-13	0	-2	-1.3	-2
O=C(CCC(=O)N1CCN(S(=O)(=O)c2ccc(Cl)cc2)CC1)Nc1cccc(Br)c1	20	7	1	29	16	7	-4	2.7	-5
CCOC(=O)C1CC2CC(C1)CN(C(=O)C1CCCCC1)C2 (stereo not drawn)	9	-2	22	2	1	23	-3	-0.7	1
COc1cc(OC)cc(C(=O)OCc2ccc([N+](=O)[O-])cc2)c1	-9	-2	-12	3	5	-3	-3	0.8	-1
COc1ccc(C(=O)NC(=S)N2CCCc3ccccc32)cc1OC	1	0	1	-9	23	8	-4	2.0	-2
O=C(COc1ccccc1)c1cn(CC(=O)N2CCCC2)c2ccccc12	0	9	-2	7	0	20	-2	-0.1	-2
CCCOc1ccc(C(O)CCNC(CC(=O)O)c2ccccc2)cc1 (stereo not drawn)	4	-4	0	-9	-4	-14	-1	8.8	-4
Oc1cccc2ccc(/C=C/c3ccccc3Cl)nc12	46*	35	27	-47	14	-2	-10	19	0
O=C(Cn1nnc(-c2cccc(C(F)(F)F)c2)n1)N1CCCCCC1	0	-2	22	4	2	30	-5	-2.3	-2
CC12CCC(C(=O)NCc3ccccc3Cl)(C(Br)C1=O)C2(C)C (stereo not drawn)	11	2	4	-9	-17	-12	3	0.0	-1
Cc1nc2ccccc2c2oc(C(=O)NCCCN3CCCC3=O)cc12	13	-6	-4	13	-7	-7	-3	0.4	-3
O=C(O)c1ccc(-c2nc(-c3ccc(Cl)c(Cl)c3)cs2)cc1	10	-7	14	42	30	31	-2	8.9	3
COc1cc(/C=N/n2c(COc3ccccc3)n[nH]c2=S)cc(OC)c1OC(C)=O	3	3	-2	7	9	14	-4	1.5	1
BrC(/C=N/N1CCN(Cc2ccccc2)CC1)=C/c1ccccc1	9	0	-4	-16	-2	-15	-7	1.0	-3
S=C(NCCN1CCOCC1)N1CCN(c2cccc(Cl)c2)CC1	8	-8	4	31	3	-10	1	0.4	-2
CCn1nnnc1SCC(=O)N(C1CCCCC1)C1CCCCC1	5	-5	11	25	6	18	-3	-2.3	0
Cc1sc2ncnc(SCC(=O)NCC3CCCO3)c2c1C (stereo not drawn)	24	-1	3	21	0	13	-2	0.0	-1
COc1ccccc1OC(C)C(=O)N1CCc2ccccc21 (stereo not drawn)	17	-7	28	-17	20	22	10	1.4	6
O=C(CCCn1c(SCC(=O)c2ccc(Cl)cc2)nc2ccccc2c1=O)NCc1ccco1	1	5	-6	26	-16	1	0	0.6	3
COc1cc(/C=N/Nc2ccc(C)cc2)cc(Br)c1O	38	33	16	4	-14	-14	-4	2.2	3
CCCCN(C(=O)CSc1ncn[nH]1)c1c(N)n(Cc2ccccc2)c(=O)[nH]c1=O	0	6	14	20	14	-8	-2	-2.6	-1
O=C(C1CC(=O)N(c2ccc(Cl)cc2)C1)N1CCC(c2nc3ccccc3[nH]2)CC1 (stereo not drawn)	-26	-4	9	14	16	9	0	-1.0	-2
O=C(CC1(O)C(=O)Nc2ccccc21)c1cccc(-n2cccc2)c1 (stereo not drawn)	7	-2	-3	6	-2	7	0	1.7	4
O=C(CSc1n[nH]c(=O)n1-c1ccccc1)Nc1ccccc1	-12	-6	19	1	-15	8	4	-1.3	1
COc1cc(NC(=S)NCc2ccco2)cc(OC)c1	6	2	11	20	26	19	1	-1.3	-2
O=C(NCc1ccccn1)C(=O)Nc1ccccc1	8	-8	-6	-38	-1	-1	0	5.0	4

Single records (already shown). Order of screens: APJ antagonist | CXCR6 block | tim23-1 inh | Mdm2-MdmX inh | TIM10 inh | tim10-1 inh | APJ ag | CHOP UPR activ | UPR XBP1 act
Listed for `O=C(CSc1n[nH]c(=O)n1-c1ccccc1)Nc1ccccc1` = -12 | -6 | 19 | 1 | -15 | 8 | 4 | -1.3 | 1
Listed for `Cc1sc2ncnc(SCC(=O)NCC3CCCO3)c2c1C` (stereo not drawn) = 24 | -1 | 3 | 21 | 0 | 13 | -2 | 0.0 | -1
Listed for `Oc1cccc2ccc(/C=C/c3ccccc3Cl)nc12` = 46* | 35 | 27 | -47 | 14 | -2 | -10 | 19 | 0
Listed for `CCCCN(C(=O)CSc1ncn[nH]1)c1c(N)n(Cc2ccccc2)c(=O)[nH]c1=O` = 0 | 6 | 14 | 20 | 14 | -8 | -2 | -2.6 | -1
Listed for `O=C(Cn1nnc(-c2cccc(C(F)(F)F)c2)n1)N1CCCCCC1` = 0 | -2 | 22 | 4 | 2 | 30 | -5 | -2.3 | -2

Other compounds:
SMILES	APJ antagonist	CXCR6 block	tim23-1 inh	Mdm2-MdmX inh	TIM10 inh	tim10-1 inh	APJ ag	CHOP UPR activ	UPR XBP1 act
COc1ccc(/C=N\n2nnc3ccccc32)cc1	9	2	23	-149	36	34	-5	-8.2	-6
Nc1ccc2nc(CCCCCCc3nc4ccc(N)cc4[nH]3)[nH]c2c1	17	-1	-38	-9	-5	-78	-3	0.3	0
CCOc1ccc(NC(=O)CC2C(=O)N(c3ccc(OC)cc3)C(=O)N2CCc2ccc(OC)c(OC)c2)cc1 (stereo not drawn)	0	0	4	5	9	35	-3	-1.0	-4
COc1ccc(-c2noc(-c3ccoc3C)n2)cc1	3	-4	31	-179	12	6	0	4.5	-2
C[C@@H](C(=O)Nc1ccc2c(c1)OCO2)n1c(=O)[nH]c2ccccc2c1=O	-16	-9	10	-24	6	1	14	-0.2	-3
CN(CC1COCCO1)c1nc2nonc2nc1N1CCSCC1 (stereo not drawn)	-18	0	-2	-23	9	10	-1	-0.7	2
CN(C)S(=O)(=O)Nc1ccc(Br)cc1F	-12	3	7	-6	1	20	-4	-1.7	-3
O=C(/C=C/c1ccco1)NCc1ccc2c(c1)OCO2	-7	8	-4	4	-19	4	0	1.2	3
CC(=O)Nc1ccc(S(=O)(=O)NCc2ccc(C(=O)NCc3ccc(Cl)cc3)cc2)cc1	11	4	0	16	1	2	2	-1.6	-2
N#Cc1ccccc1NC(=O)Nc1ccccc1	12	-4	0	10	-27	3	-1	1.5	-2
CC(C)CN1C(=O)NC(NC(=O)c2cccs2)(C(F)(F)F)C1=O (stereo not drawn)	17	-7	18	12	14	22	-3	1.6	-1
CC1CC(C)CN(CCCNC(=O)CN2C(=O)c3cccnc3Oc3ccc(Cl)cc32)C1 (stereo not drawn)	24	1	9	-22	6	0	1	-1.5	-5
Cc1ccc(NS(=O)(=O)c2cccc(C(=O)N3CCN(C(=O)c4ccco4)CC3)c2)cc1	-8	8	13	15	5	-1	-4	1.1	-2
COc1cccc(NC(=O)C(=S)NC2CCCCC2)c1	5	-4	12	-281	4	12	-2	0.8	2
CCOC(=O)Cc1cn2c(=O)cc(CSCC(=O)Nc3ccc(C)c(C)c3)nc2s1	10	-8	11	16	-2	18	-5	-0.9	-1
Cc1ccc(/C=N/N=C/c2ccc(C)cc2)cc1	14	4	-5	-5	-7	5	1	6.9	2
CC(C)N=C(NC#N)SCC(=O)NC(C)(C)C	18	-8	-10	15	3	-6	-5	-1.0	-3
Cc1csc(SCC(=O)NCc2ccccc2Cl)n1	0	9	9	-12	-4	-8	0	0.4	1
CC(OC(=O)c1cc(Br)ccc1O)C(=O)Nc1ccc(S(=O)(=O)N2CCCC2)cc1 (stereo not drawn)	-10	7	10	63*	-1	8	18	6.8	3
c1cncc(-c2nc(N3CCOCC3)c3c4c(sc3n2)CCC4)c1	18	14	38	8	36	32	-1	0.9	2
COC(=O)c1ccc(C2C(C(=O)c3ccco3)=C(O)C(=O)N2c2cc(C)on2)cc1 (stereo not drawn)	21	11	4	19	-17	13	1	3.4	-5
C=CCNC(=O)N1CCCC(C(=O)c2cccc(OC(C)C)c2)C1 (stereo not drawn)	1	-4	10	-1	-14	0	-2	1.8	-2
COc1ccc(C(=O)c2ccc(Br)cc2)c2ccccc12	28	2	9	52*	10	5	-5	-1.6	0
CS(=O)(=O)Nc1ccccc1N=C(c1ccccc1)c1ccccc1	-6	1	21	19	-9	10	-4	0.1	-2
C#CCOCCOCCOCCNc1nc(N2CCOCC2)nc(N2CCN(C(=O)Cn3cc(CC(C)O)nn3)CC2)n1 (stereo not drawn)	12	-2	-3	1	4	-10	-5	-1.2	-2
C=CC1=C2C=C(C3CC3)N(CC3CC3)C=C2C(=O)C(C)(OC(=O)c2ccco2)C1=O (stereo not drawn)	-42	-13	16	-6	-5	7	19	1.3	-2
CC(C(=O)Nc1ccc(S(=O)(=O)N2CCCC2)cc1)N1CCN(c2ccccc2O)CC1 (stereo not drawn)	-18	-6	2	-9	7	-4	1	-1.5	1
NC(=O)c1nsnc1-c1ccccc1O	0	-7	-2	10	3	-2	-5	-1.2	2
Cc1ccc(OCCC(=O)Nc2ccc(C)c(F)c2)cc1	3	-17	0	12	-4	-10	-3	3.6	-5

Bioassay records: PubChem BioAssay, Sanford-Burnham Center for Chemical Genomics
